UTI89 phage lysis – inhibition of K1F phage lysis, E. coli UTI89, bacterial capsule biogenesis inhibitors, alamar blue (AID 488966); E. coli UTI89 K1F phage lysis, alamar blue, 2 h; higher % means a stronger effect; inhibition, % at 100 µM, or IC50 in µM where a hit was titrated; hit rate 0.02% among 340,000;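 active = phage lysis inhibition, versus mean bacterial control, above a set limit; inconclusive = no clear call, values can overlap the other calls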;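 also: capsule biogenesis inhibitors block K1F phage lysis so surviving cells raise fluorescence; higher fluorescence means more inhibition of phage lysis; actives were called in the ten point dose series up to 300 µM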
Siah-1 displacement – Siah-1 peptide-binding antagonists, primary screen, biochemical, fluorescence polarization, rhodamine-plectin, uHTS (AID 1817). Siah-1 / rhodamine-plectin peptide fluorescence polarization; higher % means a stronger effect. E3 ubiquitin-protein ligase SIAH1 (Homo sapiens). one-dose displacement, % at 20 µM; IC50 in µM for titrated hits. hit rate 0.02% among 290,000;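 active = displacement of at least 50% at 20 µM, with a fluorescence ratio check between 0.3 and a set limit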;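 also: plate controls were Siah plus tracer with DMSO for no effect and tracer alone without Siah for full effect; strong numbers were not always called active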
AID2073 – inhibitors of Mint1-CaV2.2 protein interaction, biochemical, HTRF (AID 2073) | Voltage-dependent N-type calcium channel subunit alpha-1B (Homo sapiens) | HTRF protein-protein interaction, Mint1-CaV2.2; higher % means a stronger effect | inhibition, % at 20 µM, or IC50 in µM where a hit was titrated | hit rate 0.19% among 290,000; in the data active = inhibition mostly above about 51%, no sharp cut-off; inconclusive = no clear call, values can overlap the other calls; inactive = mostly below about 53%; also: some results filed as inactive read as strong as hits
Rac1 GTP hydrolysis – MgcRacGAP GTPase-activating activity inhibitors, confirmation, biochemical, ADP Hunter fluorescence. one-dose inhibition, % at 30 µM; IC50 in µM for titrated hits. AID 624330, 2012. hit rate 0.6% among 340,000. MgcRacGAP-stimulated Rac1 GTP hydrolysis, ADP Hunter fluorescence; higher % means a stronger effect; GST-tagged Rac1 F28L mutant substrate;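 active = first-screen hits whose inhibition reached a set limit at any dose in the follow-up dose series; inconclusive = inhibition above the set first-screen limit but never retested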;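 also: fluorescence reports GDP produced by GAP-driven GTP hydrolysis; strong numbers were not always called active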
RSV CPE inhibition – RSV antiviral activity via CPE protection, HEp-2 cells, primary 10 µM value included (AID 2391); one-dose CPE inhibition, % at 10 µM; IC50 in µM for titrated hits; hit rate 0.13% among 310,000; HEp-2 cells, RSV-induced CPE inhibition; higher % means a stronger effect; in the data active = a potency from the dose series; inconclusive = CPE inhibition mostly from about 23% at the one dose, without a potency; inactive = the rest, 99 in 100 with CPE inhibition below about 21%; also: strong numbers were not always called active
NTR1 agonist – agonists of NTR1, primary screen, imaging, U2OS cells, beta-arrestin-GFP, high content (AID 493036) | activation, % at 20 µM | NTR1-U2OS beta-arrestin-GFP spot imaging, agonist mode | hit rate 0.17% among 330,000;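 active = activation at or above 40% of the spot to cytoplasm intensity ratio, with at least 20 cells analyzed; inconclusive = wells under 20 cells, flagged as cytotoxic or low count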;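 also: 0% = DMSO without peptide and 100% = 100 nM NTR1 peptide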
Target sequence (P30989 whole entry, looked up): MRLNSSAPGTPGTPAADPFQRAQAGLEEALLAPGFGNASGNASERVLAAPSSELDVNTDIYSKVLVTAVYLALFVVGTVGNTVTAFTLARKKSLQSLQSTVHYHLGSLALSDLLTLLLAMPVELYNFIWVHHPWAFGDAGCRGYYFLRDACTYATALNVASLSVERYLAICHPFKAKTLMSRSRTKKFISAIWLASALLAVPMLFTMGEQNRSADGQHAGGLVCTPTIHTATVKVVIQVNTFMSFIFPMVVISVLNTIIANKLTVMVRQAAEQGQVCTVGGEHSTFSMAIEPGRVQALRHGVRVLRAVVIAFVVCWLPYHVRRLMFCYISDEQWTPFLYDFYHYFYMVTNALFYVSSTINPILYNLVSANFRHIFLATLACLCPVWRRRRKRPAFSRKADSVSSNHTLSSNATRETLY
Large T inhibition – SV40 large T antigen inhibitors, biochemical (AID 1903). SV40 large T antigen ATPase/helicase inhibition assay; higher % means a stronger effect. one-dose inhibition, % at 20 µM; IC50 in µM for titrated hits. hit rate 0.39% among 310,000; in the data active = a potency from the dose series; inconclusive = inhibition mostly from about 32% at the one dose, without a potency; inactive = the rest, 99 in 100 with inhibition below about 32%; also: strong numbers were not always called active
West Nile antiviral – West Nile virus antiviral activity, cell-based, CPE readout (AID 1621); hit rate 0.02% among 290,000; West Nile virus-infected cells, CPE inhibition; higher % means a stronger effect; CPE inhibition, % at 10 µM; hits with a dose series show IC50 in µM; in the data active = a potency from the dose series; inconclusive = CPE inhibition mostly from about 3.7% at the one dose, without a potency; inactive = the rest, 99 in 100 with CPE inhibition below about 2.2%; also: strong numbers were not always called active
Dengue-2 NS5 capping – Dengue-2 NS5 methyltransferase inhibitors, primary screen, biochemical, confirmation dose response (AID 588689) | Dengue-2 NS5 methyltransferase capping enzyme assay, biochemical; higher % means a stronger effect | inhibition, % at 25 µM; hits with a dose series show IC50 in µM | hit rate 0.3% among 340,000 | Genome polyprotein (Dengue virus type 2 (strain 16681-PDK53)); in the data active = a potency from the dose series; inconclusive = inhibition above about 29% without an active follow-up result
NTR1 agonist cell count 20 µM – second read-out of NTR1 agonist, no call of its own (marks repeat the call); cell count; measured here: cell count, cytotoxicity flag
Dengue-2 NS5 capping pilot replicate – also measured in Dengue-2 NS5 capping; calls as there; inhibition, %; measured here: pilot screen replicate inhibition
* marks the source's active call; other numbers are inactive results; ? = inconclusive; / = not tested or not shown; [ ] = another dose, or the depositor's remark.

SMILES | UTI89 phage lysis | Siah-1 displacement | AID2073 | Rac1 GTP hydrolysis | RSV CPE inhibition | NTR1 agonist | NTR1 agonist cell count 20 µM | Large T inhibition | West Nile antiviral | Dengue-2 NS5 capping | others
O=C(O)CC1Sc2ccccc2NC1=O (stereo not drawn) | -0.3% | -2% | -19% | 2% | 0.9% | 2.4 | 47 | 7% | -0.3% | 1%
CC(C)(CO)CNC(=O)CCc1nnc(CCCc2ccccc2)o1 | 0.5% | 8% | -14% | 3% | 0.7% | -0.1 | 95 | -2% | -0.6% | -7%
Cc1cc(C)c2c(CC(=O)NC3CCS(=O)(=O)C3)coc2c1 (stereo not drawn) | 0.0% | -1% | -9% | 11% | 0.8% | 0.1 | 60 | 7% | 0.5% | 4%
CC(C)N(C(=O)Cn1c(SCC(=O)Nc2nccs2)nc2ccccc21)C(C)C | 0.4% | 4% | 8% | 4% | 1.8% | 1.7 | 77 | 11% | -0.6% | -10%
O=C(NCCCN1CCOCC1)c1cn(-c2ccccc2)nc1-c1ccc(Br)cc1 | 0.7%[50 µM] | / | / | 7% | / | -0.7 | 60 | / | / | -4%
CCOC(=O)C1CCCN(Cc2ccc3c(c2)OCO3)C1 (stereo not drawn) | 1.3% | -4% | -2% | 15% | 0.7% | 0.4 | 70 | 7% | -0.2% | 1%
CCSc1nnc(NC(=O)CSc2nnc(Cc3cccn3C)n2-c2ccc(C)cc2)s1 | -5.4% | -1% | -10% | 2% | 2.9% | 0.6 | 86 | 8% | 0.7% | -6%
O=C(NCc1ccco1)c1ccc(Cn2c(=O)c3ccccc3n(Cc3cccc(F)c3)c2=O)cc1 | 3.4% | -6% | 6% | 5% | 4.0% | 0.1 | 75 | -2% | -0.9% | 0%
COc1cc2c(cc1OC)[C@@H](NC(=O)c1ccc(C(F)(F)F)cc1)[C@H](OCc1ccccc1)C2 | 0.1% | / | / | 4% | / | 5.5 | 52 | / | / | -1% | Dengue-2 NS5 capping pilot replicate=3.9
Cc1ccc(NC(=O)C2(S(=O)(=O)c3ccc(Cl)cc3)CC2)c(Br)c1 | -0.1% | 2% | 8% | 9% | 6.2% | -0.8 | 50 | 3% | -1.1% | 6%
Cc1ccc(C(=O)c2c3ccccc3[n+]([O-])n2CCC(=O)O)cc1 | 0.0% | / | / | 6% | -1.1% | -0.2 | 93 | -2% | / | 2%
O=C(NNc1nc2ccccc2s1)Nc1ccccc1 | 1.9% | 3% | -7% | 5% | 1.2% | 0.2 | 50 | 8% | -0.5% | -2%
COc1cccc(CNC(=O)c2ccccc2NC(=O)C2=C(C)OCCS2)c1OC | 0.3% | -4% | 2% | -1% | 2.2% | -0.5 | 76 | 3% | 0.4% | 0%
COc1cc(NC(=O)c2cccc(C)c2)c(OC)cc1NC(=O)CN1CCCCC1 | -0.2% | -6% | 3% | -1% | 3.0% | 2.1 | 58 | 8% | -0.7% | 3%
CN(c1ccccc1)S(=O)(=O)c1cc(C(=O)N2CCN(c3ccccn3)CC2)ccc1Cl | 0.1% | 3% | -3% | 12% | 1.2% | 0.9 | 58 | 14% | 0.0% | -2%
Cc1nn(Cc2ccc(C(=O)NC3CCCCC3)o2)c(C)c1Br | 0.2% | 4% | 7% | 7% | 16% | -0.9 | 44 | 11% | 0.2% | 0%
COC(=O)C1=C(C(=O)c2ccc(C)cc2)C(c2ccc(O)c(OC)c2)n2nnnc2N1 (stereo not drawn) | -0.3% | 3% | -4% | 16% | 1.1% | -0.6 | 30 | 3% | 0.3% | -1%
COc1ccc(NC(=O)Cn2nnc(-c3ccccc3F)n2)cc1 | 0.5% | -3% | 4% | 4% | 3.0% | -0.7 | 42 | 7% | 0.0% | -14%
Cc1cccc(N2CCN(C(=O)c3cccs3)CC2)c1C | -0.4% | 0% | 6% | 1% | 6.5% | 0.3 | 55 | 13% | -0.7% | 4%
O=C(c1ccccn1)N1N=C2/C(=C/c3ccc(F)cc3)CCCC2C1c1ccc(F)cc1 (stereo not drawn) | 0.7% | 3% | -3% | 0% | 3.0% | 4.1 | 51 | 15% | -0.9% | -5%
CCOC(=O)c1c(C)[nH]c(C(=O)CN(C)CC(=O)Nc2ccccc2C(F)(F)F)c1C | ? | / | / | 0% | 3.7% | 1.9 | 66 | / | / | 1%
COc1ccccc1Nc1nnc(SCC(=O)c2cc(C)n(CC3CCCO3)c2C)s1 (stereo not drawn) | 0.2% | 2% | -8% | 7% | 4.0% | 5.2 | 47 | -1% | -0.3% | 0%
O=C(OCC(=O)N1CCCC1=O)C1COc2ccccc2O1 (stereo not drawn) | -0.4% | 7% | -1% | -2% | 2.5% | -0.2 | 43 | 6% | 0.7% | -6%
N#Cc1cn(-c2ccccc2)nc1-c1ccco1 | 0.7% | 3% | 1% | 11% | 1.5% | 0.9 | 68 | 19% | 0.4% | -2% | Dengue-2 NS5 capping pilot replicate=0.9
COC(=O)CN1C(=O)Nc2ccc(Br)cc2C1c1ccccc1 (stereo not drawn) | 1.3% | 0% | -2% | -1% | 0.4% | -1.5 | 50 | 12% | 1.7% | -3%
O=C1C2CCCN2c2ccc(S(=O)(=O)N3CCOCC3)cc2N1Cc1cccc(C(F)(F)F)c1 (stereo not drawn) | / | -2% | 32% | / | 6.4% | -2.0 | 104 | 1% | 0.0% | /
CN(C(=O)c1ccncc1)c1nnc(-c2ccncc2)s1 | 4.5% | 3% | -9% | 7% | 1.6% | -1.7 | 67 | 3% | 0.6% | 3%
O=C1CC(N2CCOCC2)C(=O)N1c1cc(Cl)cc(Cl)c1 (stereo not drawn) | -1.1% | -5% | -3% | 9% | -0.9% | 0.2 | 80 | 11% | 0.0% | -4%
COc1ccc(CNC(=O)c2cc(C3CC3)on2)cc1 | -0.8% | 2% | -6% | -5% | 1.4% | -1.0 | 101 | 2% | 0.1% | -2%
Cc1ccc(Nc2ccc(S(=O)(=O)N3CCOCC3)cc2[N+](=O)[O-])c(C)c1 | 3.3% | 2% | 2% | 5% | 7.1% | 6.0 | 46 | 2% | -1.1% | -5%
O=C(Nc1ccc(C(F)(F)F)cc1)C1CCCCN1S(=O)(=O)c1ccccc1 (stereo not drawn) | -0.7%[50 µM] | / | / | 5% | 14% | 4.0 | 53 | / | / | -10%
Cc1ccc(NC(=O)C2CCCN(c3nccc(C)n3)C2)c(C)c1 (stereo not drawn) | 0.4% | -2% | 18% | 3% | 2.2% | 0.4 | 67 | 5% | -0.6% | 2%
COc1ccc(S(=O)(=O)n2nc(OC(=O)c3ccccc3Br)cc2N)cc1 | -0.2% | 7% | -37% | 4% | 1.4% | 4.6 | 83 | 1% | / | -13%
O=C1ON=C(c2ccccc2)/C1=C/c1ccc(OS(=O)(=O)c2ccccc2)cc1 | -1.5%[50 µM] | 2% | 2% | -5% | 0.5% | / | / | 67µM* | -0.3% | 32µM*
COC(=O)c1cccc(C(=O)N2CCCC(Nc3ccc4c(c3)OCCO4)C2)c1 (stereo not drawn) | 0.2% | 0% | -17% | 29% | 2.7% | -0.4 | 63 | 30% | 0.0% | 4%
COc1ccc(CNS(=O)(=O)c2ccc(NC(=O)N3CCCCC3)cc2)cc1 | 0.4%[50 µM] | 7% | -2% | 10% | 0.5% | 0.2 | 61 | 4% | -1.3% | -4%
O=C(CN(Cc1ccc(F)cc1)C(=O)CNS(=O)(=O)c1ccccc1)NCC1CCCO1 (stereo not drawn) | 1.3% | 6% | 0% | -1% | 1.9% | -1.2 | 43 | 5% | 0.3% | -4%
Cc1ccc(NC(=O)NC2CCCCCCC2)cc1C | 1.8%[50 µM] | 0% | -1% | -1% | 1.6% | 0.8 | 38 | 14% | -0.6% | -2%
COCc1nc2ccccc2n1Cc1c(F)cccc1Cl | 0.7% | 1% | 2% | 8% | 5.2% | -0.9 | 59 | -4% | -1.4% | 1%
COc1ccc(CN(C)C(=O)CNC(=O)c2ccc(C)cc2)cc1 | 0.2% | -6% | 9% | 7% | 1.4% | -1.6 | 51 | -7% | -0.1% | -7%

Next section, starting with the last two of the part before.
SMILES | UTI89 phage lysis | Siah-1 displacement | AID2073 | Rac1 GTP hydrolysis | RSV CPE inhibition | NTR1 agonist | NTR1 agonist cell count 20 µM | Large T inhibition | West Nile antiviral | Dengue-2 NS5 capping | others
COCc1nc2ccccc2n1Cc1c(F)cccc1Cl | 0.7% | 1% | 2% | 8% | 5.2% | -0.9 | 59 | -4% | -1.4% | 1%
COc1ccc(CN(C)C(=O)CNC(=O)c2ccc(C)cc2)cc1 | 0.2% | -6% | 9% | 7% | 1.4% | -1.6 | 51 | -7% | -0.1% | -7%
COc1ccc([C@@H]2CC=C(C(=O)O)CN2S(=O)(=O)c2ccc(Cl)cc2)cc1 | 0.8% | / | / | 0% | 3.8% | 9.7 | 82 | 22% | / | 1%
O=C(CNC(=O)c1ccc2ccccc2c1)OCC(=O)N1CCN(S(=O)(=O)c2ccc3ccccc3c2)CC1 | 3.0% | 19% | 7% | 9% | 3.9% | -1.0 | 59 | 6% | -0.6% | -3%
CN(Cc1ccco1)c1ncnc2ccc(-c3ccccc3Cl)cc12 | -0.1% | / | / | 7% | 2.8% | 2.3 | 51 | / | / | -2%
O=C1C2C3C=CC(C3)C2C(=O)N1c1n[nH]c(-c2ccccc2)n1 (stereo not drawn) | -0.2% | 4% | 11% | 8% | 0.5% | 0.9 | 44 | 2% | 0.4% | -9%
Cc1ccc(OC(=O)CCNC(=O)c2ccccc2Cl)c(Br)c1 | 1.0%[50 µM] | / | / | -2% | -0.5% | -0.1 | 48 | 5% | / | -12%
COc1ccc(-n2c(=O)c(CCC(=O)N(C)Cc3ccccc3C)nc3ccccc32)cc1 | -0.5% | -4% | 16% | 7% | 12% | 4.4 | 35 | 14% | -1.4% | -5%
N#Cc1nc(-c2cccs2)oc1NCc1ccccc1 | 1.0% | 1% | 26% | 3% | ? | 0.0 | 52 | 3% | 0.5% | 2%
CCO[C@H]1OC(C(=O)NC2CC2)=C[C@@H](C2CCCCC2)[C@@H]1CCCO | 1.1% | 1% | 5% | 8% | -1.6% | -1.1 | 60 | 14% | -0.9% | 3%
COC(=O)c1ccc(COc2cccnc2[N+](=O)[O-])cc1 | -0.7% | 0% | 46% | 5% | 1.6% | -0.4 | 56 | 3% | -0.7% | 0%
CSc1ccccc1OCc1cc(C(=O)N2CCC[C@H]2C(N)=O)no1 | 0.3% | 0% | 11% | 6% | -0.1% | 0.6 | 60 | 12% | -0.2% | 1%
CCN(CC)c1ccc(/C=N/NC(=S)NCc2ccco2)cc1 | 9.3% | 2% | -7% | 20% | 1.4% | 10 | 64 | 6% | -1.3% | -2%
